Source: PubChem
KCNH2 3.1 inh – inhibitors of human KCNH2 3.1 potassium channel isoform; U2OS KCNH2 3.1, thallium flux FluxOr; active compounds read low; activity change, % (tested at about 1.8 µM); AID 720553; 0.95% of 340,000 active;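 active = maximum activity change below -70%; inconclusive = maximum activity change from -70% to -50%; inactive = maximum activity change above -50%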;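 note: thallium influx rate constant from kinetic fluorescence after stimulation buffer; % is set by controls: 0 for no effect and ±100 for the full control effect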
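Kinetic fluorescence (2 min after stimulation buffer) measures Tl+ influx through KCNH2 3.1 expressed by viral transduction in U2OS cells; the rate constant is normalized against DMSO controls serving as positive and negative references.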
Coupling enz – counter-screen for Giardia aldolase inhibitors: coupling enzyme system. coupling enzyme system counterscreen, AmpLite Red fluorescence. activity change, negative = inhibition, % at 58.2 µM, hits read low. 0.67% of 290,000 active. AID 2472; in the data active = activity change below about -30%; note: % is set by controls: 0 for no effect and ±100 for the full control effect
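Counterscreen lacking aldolase: glyceraldehyde-3-phosphate coupling-enzyme reagent preincubated 10 min at RT with compound (at 57.5 uM final), then substrate/coupling system with AmpLite Red added; fluorescence read at 525/598 nm after 20 min RT.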
Giardia killer – Giardia lamblia killing; Giardia lamblia trophozoite viability; activity change, % at 7.66 µM, hits read low; 0.15% of 340,000 active; AID 540267; in the data active = activity change below about -80%; inconclusive = between about -30% and that limit;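 note: parasites exposed to compound for two days anaerobically before the ATP read; % is set by controls: 0 for no effect and ±100 for the full control effect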
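Luminescent ATP signal served as the viability read-out, measured 15-30 min after adding ATP detection reagent to trophozoites that had been incubated with compounds for 48 hrs at 37 deg C anaerobically at 100 cells/well.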
USP2a inh – USP2a (human) protease inhibition. O75604. USP2 core, Ub-CHOP2 coupled fluorogenic reporter, 485/531. 0.01% of 330,000 active. Potency, µM (top dose mostly 38.3 µM), without a hit: top-dose activity change, negative = inhibition, most hits filed as inhibitors. AID 463254;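 note: potency is the fitted concentration of half-maximal effect; plate controls were DMSO wells for no effect and full inhibition by NEM control for full effect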
Target sequence (O75604 whole entry, looked up): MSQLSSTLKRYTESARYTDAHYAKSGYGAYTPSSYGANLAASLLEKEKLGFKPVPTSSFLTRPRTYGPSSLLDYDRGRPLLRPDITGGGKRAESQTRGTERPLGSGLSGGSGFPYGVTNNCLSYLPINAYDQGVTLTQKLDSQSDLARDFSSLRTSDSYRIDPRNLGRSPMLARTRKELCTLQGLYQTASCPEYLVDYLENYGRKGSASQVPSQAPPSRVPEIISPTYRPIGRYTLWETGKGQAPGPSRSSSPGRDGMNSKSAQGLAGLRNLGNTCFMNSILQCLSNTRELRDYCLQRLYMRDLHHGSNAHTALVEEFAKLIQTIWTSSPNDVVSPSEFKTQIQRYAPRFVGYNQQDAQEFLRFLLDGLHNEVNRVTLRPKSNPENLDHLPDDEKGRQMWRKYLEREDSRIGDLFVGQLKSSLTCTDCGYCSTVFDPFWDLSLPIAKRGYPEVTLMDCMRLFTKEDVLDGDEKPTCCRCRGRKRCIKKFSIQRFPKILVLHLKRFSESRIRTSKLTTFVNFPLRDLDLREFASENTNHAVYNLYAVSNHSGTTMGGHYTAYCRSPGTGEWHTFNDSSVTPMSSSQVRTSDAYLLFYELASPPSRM
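Cell-free coupled assay: 10nM USP2 core preincubated 30min RT with compound in Tris-HCl pH 8.0/CaCl2/CHAPS buffer, then 25nM Ub-CHOP2 and 25nM reporter substrate; fluorescence (Ex 485/Em 531) read after 60min RT, normalized to NEM inhibition, concentration-response curves fitted.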
TRPV1 ag – human TRPV1 agonism; TRPV1-expressing cells, Fluo-8 calcium influx, agonist mode; activation, % at 8.33 µM; 0.19% of 320,000 active; AID 540275; in the data active = activation above about 80%; inconclusive = between about 30% and that limit; note: 0% is about no effect
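TRPV1-expressing cells were cultured overnight at 35.5C and loaded with Fluo-8 calcium dye for 40 to 90 min at room temperature. After a 10 s baseline, compound was added and calcium influx was read kinetically for 3 min (ex 480/em 520 nm).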
B2AR arrestin – agonists driving beta-arrestin recruitment to human beta2-adrenergic receptor; beta-arrestin recruitment to beta2AR, cell-based reporter; P07550; Potency, µM (highest dose often 46.1 µM), for inactives: top-dose activation, usual class: activators; 0.02% of 330,000 active;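 note: potency is the fitted concentration of half-maximal effect; 0% = DMSO controls and full agonism = EC100 isoproterenol or metaproterenol; nearly all actives have a fitted effect of over 65% in size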
Target sequence (P07550 whole entry, looked up): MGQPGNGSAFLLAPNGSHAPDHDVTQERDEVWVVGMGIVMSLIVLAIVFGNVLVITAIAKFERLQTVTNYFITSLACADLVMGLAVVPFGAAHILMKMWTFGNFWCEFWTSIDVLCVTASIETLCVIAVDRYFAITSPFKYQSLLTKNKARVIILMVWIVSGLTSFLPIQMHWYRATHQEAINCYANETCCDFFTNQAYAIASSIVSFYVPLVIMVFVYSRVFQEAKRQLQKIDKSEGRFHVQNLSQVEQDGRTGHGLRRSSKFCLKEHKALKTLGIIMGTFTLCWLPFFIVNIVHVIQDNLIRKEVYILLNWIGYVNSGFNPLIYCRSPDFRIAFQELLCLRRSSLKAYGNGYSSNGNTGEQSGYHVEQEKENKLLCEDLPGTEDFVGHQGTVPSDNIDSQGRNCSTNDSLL
MLL CXXC-DNA inh – inhibitors of human MLL CXXC domain-DNA interaction; Q03164; MLL-CXXC / FITC-HOXA9 DNA fluorescence polarization; Potency, µM (doses to about 115 µM), for inactives: at the highest dose activity change, negative = inhibition, hits mostly inhibitors; 0.037% of 290,000 active; AID 2662; active = well fitted inhibition curve with a large enough effect in the polarisation, with a control signal flat, not every such curve was filed as active; inconclusive = small, poorly fitted or top-dose-only effect, or effect the other way, or a change in a side signal; inactive = no such curve, though single readings can be large or run the other way; the % refers to the polarisation; note: potency is the fitted concentration of half-maximal effect
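Steps: dispense CXXC domain solution (7 uM) → pin compounds or unlabeled HOX-A9 DNA control → 5 min ambient → add FLSN-HOX-A9 solution (50 nM) → spin → 30 min ambient → fluorescence polarization. Tris pH 7.5/NaCl/DTT/BSA buffer.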
GALK inh – galactokinase (human) inhibition. P51570. Purified GALK, Kinase-Glo residual ATP luminescence. Potency, µM (series often up to 57.5 µM), inactives show at the highest dose activity change, negative = inhibition, most hits filed as inhibitors. 0.007% of 270,000 active. AID 1868; note: potency is the fitted concentration of half-maximal effect; % is set by controls: 0 for no effect and ±100 for the full control effect
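The enzyme phosphorylates galactose (100 uM) using ATP (35 uM); inhibition is detected as higher residual ATP, quantified by bioluminescence after 1 h reaction at room temperature, pH 8.0.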
Menin MLL FP TR – displaces Texas Red mutant MLL peptide from human menin; Potency, µM (series often up to 61.6 µM), without a hit: top-dose FP activity change, negative = inhibition, usual class: inhibitors; 0.23% of 270,000 active; Menin + Texas Red MLL mutant peptide, fluorescence polarization; active = well fitted inhibition curve with a large enough effect in the polarisation, with a control signal flat, not every such curve was filed as active; inconclusive = small, poorly fitted or top-dose-only effect, or effect the other way, or a change in a side signal; inactive = no such curve, though single readings can be large or run the other way; the % refers to the polarisation; note: potency is the fitted concentration of half-maximal effect; % of control where 0% means no effect; many of its hits are not listed in these tables
hERG WT inh – blocks the wildtype human KCNH2 potassium channel. Q12809. U2OS, BacMam KCNH2, thallium flux FluxOr; active compounds read low. activity change, % at 1.84 µM. 0.37% of 340,000 active;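 active = maximum activity change below -70%; inconclusive = maximum activity change between -70% and -50%; inactive = maximum activity change above -50%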; note: % is set by controls: 0 for no effect and ±100 for the full control effect
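U2OS cells were transduced with wild-type KCNH2 virus (2.03 x 10^8 / mL) for 4 h at room temperature, then cultured overnight at 37 C. Thallium flux was read with FluxOr dye. Rate constants were normalized to DMSO controls.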
PKM2 activator – increases activity of human pyruvate kinase M2; P14618; purified PKM2, Kinase-Glo ATP luminescence, activation; response scale: 0% is enzyme alone, no compound; Potency, µM (highest dose often 57.5 µM), for inactives: top-dose activation, hits mostly activators; 0.34% of 260,000 active; AID 1631; note: potency is the fitted concentration of half-maximal effect; % is set by controls: 0 for no effect and ±100 for the full control effect; nearly all actives have a fitted effect of over 55% in size
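Purified hPK-M2 (>95% pure) converted ADP (0.1 mM final) to ATP with 0.5 mM PEP in 50 mM imidazole pH7.2, KCl, MgCl2, Tween 20, BSA; 1 h at room temperature. ATP detected by Kinase-Glo luminescence.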
* marks the source's active call; other numbers are inactive results; u = inconclusive; x = no result given; & = joins results of further samples; [ ] = dose if it differs, or a comment. Unless noted, calls come from the whole dose curve; as a rule, active = well fitted curve in the direction sought with a large enough effect; inconclusive = small, poorly fitted or top-dose-only effect, or another doubt; inactive = no such curve, though single readings can be large; an effect the other way counts as inactive or inconclusive.

SMILES	KCNH2 3.1 inh	Coupling enz	Giardia killer	USP2a inh	TRPV1 ag	B2AR arrestin	MLL CXXC-DNA inh	GALK inh	Menin MLL FP TR	hERG WT inh	PKM2 activator
NS(=O)(=O)c1ccc(-c2ccc(/C=C3\C(=O)Nc4ccccc43)o2)cc1	x	0	x	2%	3	-0.2%	3%	x	11%	x	0%
Cc1nn(C(=O)c2ccoc2C)c(N)c1-c1ccccc1	9	-14	-12	-1%	1	-0.2%	-1%	1%	12%	-6	5%
Cc1cc(NC(=O)c2cc([N+](=O)[O-])cc([N+](=O)[O-])c2)n(-c2ccccc2)n1	-11	1	-21	8%	1	4.1%	2%	1%	0%	-5	-3%
O=C(O)CNC(=O)c1cccc(C(F)(F)F)c1	7	-2	-12	5%	-4	-0.2%	1%	-1%	2%	-5	1%
COc1ccc(C(=O)NCC(c2cccnc2)N2CCN(c3ccccc3)CC2)cc1OC (stereo not given)	-8	0	8	4%	-1	-0.6%	-1%	-1%	-3%	7	2%
CC(=O)Nc1ccc([N+](=O)[O-])cn1	7	2	0	0%	-4	-0.5%	0%	5%	0%	1	3%
C/C(=N/OCC(=O)Nc1ccccc1)c1cccs1	-2	0	-9	1%	u	0.2%	6%	0%	-11%	-1	0%
CCc1cccc(NC(=O)COc2ccccc2)c1	1	1	3	-1%	u	0.5%	5%	2%	4%	-8	3%
CCCCC1=CC2=CC(=O)C(C)(OC(=O)CC)C(=O)C2=CN1CCCOC(C)C (stereo not given)	2	-18&-25	-3	8%	3	0.0%	-5%	4%	-18%[11.7 µM]	-8	1%[11.5 µM]
Cc1ccccc1C(=O)NC1CCN(CC(=O)Nc2ccc3c(c2)OCCO3)CC1	9	1	6	3%	1	0.0%	8%	0%	-6%	-2	-1%
COc1cccc(C(=O)CSc2nnnn2C2CCCCC2)c1	2	4	13	3%	u	-0.3%	5%	-2%	5%	-3	11%
CCOC(=O)[C@H]1[C@H]2COc3ccc(Cl)cc3[C@@H]2N2C(=O)CN(Cc3ccco3)C(=O)[C@@]12C	8	x	-15	2%	29	0.0%	x	x	x	12	x
c1sc2[n+](c1C13CC4CC(CC(C4)C1)C3)CCS2	-1	5	5	0%	1	0.4%	-12%	x	-18%	-5	-3%
O=C(O)CSc1nnc(SCc2cccc3ccccc23)s1	2	19	11	2%	1	0.2%	-18%	0%	12%	-1	-6%
CCOC(=O)N1CCC(N2C(=O)c3ccc(C(=O)NCCOC)cc3C2=O)CC1	15	0	24	5%	0	-0.6%	2%	3%	-19%	2	x
COC(=O)c1c(NC(=O)CN(c2ccccc2)S(C)(=O)=O)sc2c1CCCC2	0	1	-6	3%	-4	u	4%	1%	-5%	-10	-6%
N#C/C(=N\Nc1cccc(F)c1)C(=O)C1CC1	-22	5	7	-2%	-2	-1.0%	1%	0%	x	25	-2%
Cc1c(Cl)cccc1NC(=O)CCCN1C(=O)c2cccnc2C1=O	-7	0	-6	1%	-2	0.2%	1%	14%	1%	-4	2%
CC(=O)Nc1c(-c2ccccc2)c2cc(Br)ccc2[nH]c1=O	1	5	-15	-1%	1	-0.1%	-4%	-4%	-1%	2	-1%
O=S(=O)(NCCc1nnc2ccc(SCc3cccnc3)nn12)c1ccccc1	29	2	12	-1%	-1	-0.4%	-1%	11%	-4%	x	1%
CCn1ccnc1CN(C)Cc1nc(CCC(C)C)no1	-6	0	-2	4%	6	0.0%	-1%	12%	-11%	-4	0%
CCOc1ccccc1NC(=O)CCSc1nc2n[nH]c(C)c2c(=N)n1-c1ccccc1Cl	-9	-4	21	1%	-16	-0.7%	30%	1%	-23%	-3	1%
COc1ccc(-c2ccoc2)cc1[C@H]1[C@H]2C=CC[C@@H](C)[C@@H]2C(=O)N1Cc1ccccc1	7	-2	20	5%	u	-0.7%	-2%	-2%	x	-10	-2%
N/C(=C/C(=O)c1ccccc1O)C(F)(F)F	2	-1	-9	1%	1	-0.2%	6%	x	12%	45	2%
Cc1ccc(NC(=O)Cn2nc(C)c([N+](=O)[O-])c2C)cc1C	-4	-2	5	1%	-6	-1.1%	6%	5%	1%	-9	-2%
Remaining list, next part:
SMILES	KCNH2 3.1 inh	Coupling enz	Giardia killer	USP2a inh	TRPV1 ag	B2AR arrestin	MLL CXXC-DNA inh	GALK inh	Menin MLL FP TR	hERG WT inh	PKM2 activator
Cc1cccc(N=C2NN=C(c3c(C)[nH]c4ccccc34)CS2)c1	1	2	7	-5%	-2	-0.7%	18%	0%	u	-6	-4%
CC(NC(=O)Cc1ccc(F)cc1)C(c1cccs1)N1CCN(C)CC1 (stereo not given)	-3	1	-24	1%	-3	2.7%	-2%	-4%	-23%	-2	8%
CCOc1nc(NC(=O)NC(=O)c2ccccc2)nc(-c2ccccc2)n1	-21	-2	-21	-2%	0	-1.1%	6%	2%	-13%	-29	3%
O=C(COc1ccc2c(-c3ccccc3)cc(=O)oc2c1)Nc1ccc(CCO)cc1	-13	0	5	-7%	6	0.0%	-3%	2%	-4%	7	9%[0.46 µM]
O=c1[nH]c(COc2ccc(Cl)cc2Br)nc2ccccc12	2	x	-12	-1%	2	-0.2%	30%	1%	x	-2	0%
CC(=NCc1ccco1)c1c(C)[nH]n(-c2nc3ccccc3s2)c1=O	10	-1	u	1%	2	-0.6%	5%	1%	-9%	-15	-12%
Cc1ccc(SCC(=O)Nc2ccc(N3CCN(C)CC3)c(F)c2)c(C)c1	u	4	-13	3%	6	0.0%	0%	-2%	-13%	36	-2%
COc1cc2c(cc1OC)C(C)N(C(=O)CCc1c[nH]c3ccccc13)CC2 (stereo not given)	16	8	-11	0%	-1	0.3%	29%	x	14%	-2	x
COc1cc(C2C(C#N)=C(N)OC3=C2C(=O)CC(C)(C)C3)cc([N+](=O)[O-])c1O (stereo not given)	-5	2	-6	0%	x	-0.3%	2%	7%	x	-1	-4%
CCCN(C(=O)CSc1ccccc1C(=O)O)C1CCS(=O)(=O)C1 (stereo not given)	21	x	15	8%	x	-0.2%	x	x	x	-5	x

Some of the entries so far, comma-delimited:
canonical_smiles,KCNH2 3.1 inh,Coupling enz,Giardia killer,USP2a inh,TRPV1 ag,B2AR arrestin,MLL CXXC-DNA inh,GALK inh,Menin MLL FP TR,hERG WT inh,PKM2 activator
COc1ccc(-c2ccoc2)cc1[C@H]1[C@H]2C=CC[C@@H](C)[C@@H]2C(=O)N1Cc1ccccc1,7,-2,20,5%,u,-0.7%,-2%,-2%,x,-10,-2%
N/C(=C/C(=O)c1ccccc1O)C(F)(F)F,2,-1,-9,1%,1,-0.2%,6%,x,12%,45,2%
Cc1ccc(NC(=O)Cn2nc(C)c([N+](=O)[O-])c2C)cc1C,-4,-2,5,1%,-6,-1.1%,6%,5%,1%,-9,-2%
Cc1cccc(N=C2NN=C(c3c(C)[nH]c4ccccc34)CS2)c1,1,2,7,-5%,-2,-0.7%,18%,0%,u,-6,-4%
CC(NC(=O)Cc1ccc(F)cc1)C(c1cccs1)N1CCN(C)CC1 (stereo not given),-3,1,-24,1%,-3,2.7%,-2%,-4%,-23%,-2,8%
CCOc1nc(NC(=O)NC(=O)c2ccccc2)nc(-c2ccccc2)n1,-21,-2,-21,-2%,0,-1.1%,6%,2%,-13%,-29,3%
O=C(COc1ccc2c(-c3ccccc3)cc(=O)oc2c1)Nc1ccc(CCO)cc1,-13,0,5,-7%,6,0.0%,-3%,2%,-4%,7,9%[0.46 µM]
O=c1[nH]c(COc2ccc(Cl)cc2Br)nc2ccccc12,2,x,-12,-1%,2,-0.2%,30%,1%,x,-2,0%
CC(=NCc1ccco1)c1c(C)[nH]n(-c2nc3ccccc3s2)c1=O,10,-1,u,1%,2,-0.6%,5%,1%,-9%,-15,-12%
Cc1ccc(SCC(=O)Nc2ccc(N3CCN(C)CC3)c(F)c2)c(C)c1,u,4,-13,3%,6,0.0%,0%,-2%,-13%,36,-2%
COc1cc2c(cc1OC)C(C)N(C(=O)CCc1c[nH]c3ccccc13)CC2 (stereo not given),16,8,-11,0%,-1,0.3%,29%,x,14%,-2,x
COc1cc(C2C(C#N)=C(N)OC3=C2C(=O)CC(C)(C)C3)cc([N+](=O)[O-])c1O (stereo not given),-5,2,-6,0%,x,-0.3%,2%,7%,x,-1,-4%

An excerpt (hit frequency here may not be typical).
